m5-HT2A agonist – agonists of mouse serotonin 5-HT2A receptor (HTR2A); P35363; CHO-K1 mHTR2A beta-arrestin complementation, luminescence; percent of 30 µM serotonin response; activation, % at 7.6 µM; actives 0.66% (n = 360,000);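 active means activation above a run cutoff, the mean activation of all tested compounds plus 3 SD, cut at about 14% in these data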;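 further: 0% = plate median of compound wells and 100% = 30 µM serotonin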
CaV13 ICDI inh – Disruptors of the CACNA1D IQ motif to Ca2+-dependent inactivation inhibitor domain association, primary screening, Förster resonance energy transfer in intact living …; HEK cells, CFP/YFP FRET ICDI-IQ, plate reader, 10 min; percent FRET-ratio fall versus neutral wells; inhibition, % at 12.3 µM; actives 0.098% (n = 340,000); AID 743397;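 active means mean replicate inhibition of at least 30% and at least 1% of replicates passing that level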;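 further: 0% = median of the neutral control wells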
ABHD5 PLIN5 PPI – inhibitors of human ABHD5-perilipin-5 interaction; Q00G26+Q8WTS1; Split G. princeps luciferase complementation, luminescence, 4 h; inhibition, % at 4 µM; actives 0.78% (n = 360,000); AID 602281;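 active means inhibition above the mean inhibition across every tested compound plus 3 SD, cut at about 22% in these data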;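 further: 0% = DMSO only wells and the 100% control is not disclosed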
N-glyco inh – N-linked glycosylation inhibition. D54 ERlucT glycosylation luciferase reporter, 24 h; percent of 100 nM tunicamycin response. reporter increase, % at 12.5 µM. actives 0.23% (n = 360,000). AID 588692;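 active means mean luciferase reporter signal, scaled so untreated is 0 and the glycosylation-blocking control 100, at or above a set limit in every replicate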;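 further: luciferase carries N-glycosylation sites so blocking glycosylation raises the light; 0% = median of neutral control wells and 100% = median of 100 nM tunicamycin wells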
MC4R antagonist – antagonists of human melanocortin 4 receptor (MC4R). inhibition, % at 6.5 µM. MC4R-expressing cells, MTII-stimulated cAMP, LANCE TR-FRET. P32245. actives 0.48% (n = 360,000);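 active means inhibition above its plate's cutoff, the mean of tested wells on that plate plus 3 SD, cut at about 29% in these data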;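 further: 0% = Melanotan II alone and 100% = Melanotan II plus saturating MCL0020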
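material = U2OS cells stably expressing human melanocortin 4 receptor (MC4R) | also added = Melanotan II challenge | dosing = single nominal compound dose of 6.5 µM | detection = TR-FRET with Eu-cAMP and labeled anti-cAMP, 671 nm | replication = singlicate | timing = compound 30 min, challenge 1 h, detection 1 h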
PDI inh – PDI (human) enzyme inhibition; PDI insulin aggregation turbidity, A650, 90 min; inhibition, % at 10 µM; actives 0.052% (n = 350,000);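 active means mean inhibition across replicates of 30% or more, whatever share of single replicates reach that level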;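 further: absorbance from insulin aggregation driven by PDI reduction with DTT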
ABCB6 inh 2 – blocks the human ABCB6 transporter; Q9NP58; K562-ABCB6 porphyrin accumulation, flow cytometry, 1 h; stronger effect = lower value; fluorescence ratio to DMSO, % at 10 µM; actives 0.19% (n = 360,000); AID 602162;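 active means fluorescence ratio to DMSO below 75%, the collection mean minus 3 SD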;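 further: signal is porphyrin accumulated inside mitochondria; 100% equals median channel fluorescence of DMSO control wells; lower ratio means ABCB6 inhibition with less porphyrin fluorescence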
Target sequence (Q9NP58 whole entry, looked up): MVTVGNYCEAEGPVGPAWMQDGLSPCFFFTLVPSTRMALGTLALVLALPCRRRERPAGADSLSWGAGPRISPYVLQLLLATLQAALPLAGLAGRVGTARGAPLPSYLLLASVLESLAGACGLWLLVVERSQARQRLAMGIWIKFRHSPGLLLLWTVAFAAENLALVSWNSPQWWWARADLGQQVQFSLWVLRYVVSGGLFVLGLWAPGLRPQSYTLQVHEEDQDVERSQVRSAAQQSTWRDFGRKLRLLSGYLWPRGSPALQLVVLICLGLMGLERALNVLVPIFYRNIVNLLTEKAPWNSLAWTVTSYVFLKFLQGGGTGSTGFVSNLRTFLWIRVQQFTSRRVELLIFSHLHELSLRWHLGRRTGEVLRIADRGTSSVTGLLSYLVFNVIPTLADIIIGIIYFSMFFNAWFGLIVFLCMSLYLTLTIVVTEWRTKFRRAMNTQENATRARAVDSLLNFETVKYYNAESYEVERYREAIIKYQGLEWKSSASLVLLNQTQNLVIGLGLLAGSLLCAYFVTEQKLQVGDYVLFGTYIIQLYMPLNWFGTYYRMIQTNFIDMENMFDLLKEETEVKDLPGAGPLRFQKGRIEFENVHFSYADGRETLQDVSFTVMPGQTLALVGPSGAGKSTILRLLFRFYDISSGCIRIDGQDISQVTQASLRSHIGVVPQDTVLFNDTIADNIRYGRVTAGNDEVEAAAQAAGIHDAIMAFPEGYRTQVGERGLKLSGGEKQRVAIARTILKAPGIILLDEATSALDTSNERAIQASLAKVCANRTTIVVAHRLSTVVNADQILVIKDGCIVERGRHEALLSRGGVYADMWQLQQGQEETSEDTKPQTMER
Exocytosis inh – lytic granule exocytosis inhibition; TALL-104 LAMP-1 surface exposure, flow cytometry; cells stimulated with thapsigargin and PMA; inhibition, % at 10 µM; actives 0.66% (n = 360,000); AID 651702;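 active means inhibition above about 55%, limit read from the data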
MC4R barr agon – human MC4R agonism via beta-arrestin; P32245; U2OS MC4R beta-arrestin complementation, luminescence; percent of melanotan II response, DMSO zero; activation, % at 8.9 µM; actives 0.98% (n = 360,000); AID 540308;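 active means activation above a per-plate cutoff, the mean activation of sample wells on that plate plus 3 SD, cut at about 8% in these data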
Cardio protect – protects H9c2 cardiomyocytes from peroxide injury; H2O2 injury protection, ATPLite, 2 h; protection from H2O2 cell death, % at 20 µM; actives 0.63% (n = 360,000);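 active means compounds giving at least 50% protection of heart cells from peroxide-induced death in the single-dose screen, raw or plate-pattern-corrected value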;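 further: 0% = DMSO wells with peroxide and 100% = DMSO wells without peroxide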
Numbers without * were called inactive; x = not tested or not shown.

SMILES	m5-HT2A agonist	CaV13 ICDI inh	ABHD5 PLIN5 PPI	N-glyco inh	MC4R antagonist	PDI inh	ABCB6 inh 2	Exocytosis inh	MC4R barr agon	Cardio protect
N#CCCN1CCN(C(CNS(=O)(=O)c2ccc(Cl)cc2)c2ccccc2)CC1 (centres undefined)	0	-5	1	1	-3	8	98	0	-0.6	-14
CCn1cc(CN2CCC(n3nccc3NC(=O)C3CCCC3)CC2)c(C)n1	8	x	2	1	-2	8	95	2	-2.4	0
O=C(c1ccc2c(=O)n(Cc3ccc(Cl)cc3)c(=S)[nH]c2c1)N1CCOCC1	-7	-3	-8	-3	7	-3	92	8	-1.4	1
CC(C)Nc1nc(NC(C)C)nc(N(C)n2cnnc2)n1	4	x	-4	0	1	-1	90	-2	-1.3	-7
COc1ccc(C2C(C(=O)N3CCCCC3)CC(=O)N2c2ccc(OC)cc2)cc1 (centres undefined)	0	-5	6	-1	8	-14	87	0	-1.0	14
COC(=O)c1cc(C)cc(=O)o1	-1	-4	2	1	4	5	103	-6	1.7	-3
O=C(O)c1cc([N+](=O)[O-])c(NCc2cccnc2)c([N+](=O)[O-])c1	0	-2	3	1	-1	-1	100	-2	0.0	-6
CCN(Cc1ccccc1)C(c1cc2ccc(C)cc2[nH]c1=O)c1nnnn1CCOC (centres undefined)	2	-3	-6	1	1	8	100	-4	-2.1	6
CN(C)CCNc1ncnc2c1ncn2[C@H]1CN(Cc2ccc3c(c2)OCO3)C[C@@H](CO)O1	7	2	2	1	0	4	93	4	-0.5	2
Cc1ccc(CNC(=O)CCn2c(=O)oc3ccccc32)cc1	1	-5	3	0	11	-3	96	0	-0.2	7
Cc1oc2c(c(C)cc3oc(=O)c(CC(=O)NCC(=O)NCC(=O)NCC(C)O)c(C)c32)c1C (centres undefined)	-2	-2	2	0	1	8	104	2	0.2	2
CCOC(=O)c1ccc(NS(=O)(=O)c2c(C)[nH]c(C)c2C(=O)N2CCCCC2)cc1	-1	-7	-2	-1	6	-3	99	-10	-0.2	1
CC1=C(C(=O)OC(C)C)C(c2cccc([N+](=O)[O-])c2)n2c(cc(=O)[nH]c2=S)N1 (centres undefined)	-2	-5	-22	1	-1	-10	99	0	-5.1	-12
C=CCn1c(SCC(=O)Nc2nc(C)cs2)nnc1C(NC(=O)c1ccccc1)C(C)C (centres undefined)	2	-6	0	1	11	6	101	3	-2.3	2
O=C(c1cc2ccccc2oc1=O)N(Cc1ccccc1)C1CCS(=O)(=O)C1 (centres undefined)	5	-4	-3	2	-1	5	78	0	-1.8	5
CC(=O)NC1(c2cccc(F)c2)CCN(CC(=O)NC2CCCCC2)CC1	4	-5	-4	2	5	-12	92	-1	-0.3	-5
O=C(c1cccc(Br)c1)N1CCN(S(=O)(=O)N2CCCCCC2)CC1	0	-4	-2	-1	-3	-4	100	2	-1.5	-2
CCN(CCNCC(O)COCc1ccc(Cl)cc1)c1cccc(C)c1 (centres undefined)	-1	5	18	-1	0	1	97	44	2.9	-30
CCOc1cc(OCC)cc(C(=O)NC(=S)Nc2cccc(C(F)(F)F)c2)c1	-2	-1	-2	1	0	-6	96	-13	1.0	-15
Cc1ccc(NC(=O)CCCC(=O)OC(C)C(=O)c2ccccc2)cc1 (centres undefined)	-2	-3	6	1	2	4	96	2	-1.0	-5
CN(Cc1ccccc1)C(=O)c1ccc2c(c1)S(=O)(=O)N=C1CCCCCN12	2	-6	1	2	5	-13	101	-2	0.3	-1
COc1ccc(S(=O)(=O)Nc2ccc3oc(C)c(C(=O)O)c3c2)cc1	4	-2	-6	-1	11	x	94	2	-1.0	5
CCN(CC)S(=O)(=O)c1ccc2c(c1)c(=O)c(C(=O)NCCc1ccccc1)cn2C	2	-21	-14	-2	27	3	100	-6	0.9	11
O=S1(=O)N=C(N2CCN(Cc3ccc4c(c3)OCO4)CC2)c2ccccc21	4	-8	4	0	11	-1	99	-1	1.4	2
COc1ccc(/C(=N/OC(C)=O)c2nccc3cc(OC)c(OC)cc23)cc1OC	-1	-7	0	2	3	-3	93	1	0.2	-2
O=C(CSc1ncnc2c1sc1ccccc12)Nc1ccc(Br)cc1	8	-3	-1	1	16	-19	92	15	0.7	-16
O=C(c1ccc(Cl)cc1)c1ccc(OCC(O)CN2CCOCC2)cc1 (centres undefined)	1	-5	7	-3	8	-3	99	1	-1.0	-15
COC(=O)c1ccc(SC2CCCCC2)c([N+](=O)[O-])c1	-3	-8	-2	-4	-2	6	92	0	-0.7	-7
COc1cc(C(=O)NCC(=O)OCC(=O)Nc2nnc(-c3ccccc3)o2)cc(OC)c1OC	2	-5	-3	0	10	4	99	0	0.6	1
CCN(c1ccccc1)S(=O)(=O)c1cc(C(=O)OC(C)C(=O)Nc2ccc3c(c2)OCCO3)ccc1C (centres undefined)	3	-3	2	-5	-3	-9	98	-1	3.0	-3
Cc1ccc(S(=O)(=O)N2CCC(=O)N2)cc1	7	-5	1	1	16	2	93	0	-0.6	0
CCCNC(=O)Cn1cnc2sc(C(=O)N3CCN(CCC)CC3)c(C)c2c1=O	-1	-5	7	-2	6	7	99	0	-1.5	-6
Cc1ccc(OCC(=O)N/N=C\c2cccn2C)c([N+](=O)[O-])c1	2	-2	-1	1	-4	-3	88	-2	-1.8	-8
O=C(CNC(=O)c1ccc(Br)o1)NNC(=O)c1ccccc1	7	-6	-4	2	10	4	99	-2	0.0	-4
COc1ccc(OC)c2[nH]c(=O)c(CCNC(=S)NC(C)(C)C)cc12	-2	-7	4	2	1	4	105	-11	-1.8	11
COc1cccc(-c2nc(CS(=O)(=O)CC(=O)NCCc3ccc(C)cc3)c(C)o2)c1	2	-7	10	3	28	1	96	-9	5.3	-11
O=C(CN(Cc1ccco1)C(=O)Cn1nnc(-c2ccc(F)cc2)n1)NC1CCCC1	-3	-3	-3	-1	20	-3	98	-1	-0.4	0
Cc1ccc(Cn2nnc3c(=O)n(CC(=O)N4CCN(c5ccccc5)CC4)cnc32)cc1	0	-7	-1	-2	6	-2	78	-2	-0.8	-6
Cc1ccc(C(=O)COC(=O)c2cn3ccccc3n2)cc1	1	-8	5	3	6	-4	94	-1	-1.5	-1
CCN(C(=O)CSc1nc2ccccc2c(=O)n1C(C)COC)C1CCS(=O)(=O)C1 (centres undefined)	1	-4	2	-2	22	-4	106	0	-3.3	8
Cc1ccc(C)c(OCC(=O)Nc2cc(C)on2)c1	-8	-5	-3	0	-4	-2	98	0	-1.4	6
Cc1cnccc1NC(=O)c1cccs1	2	-5	6	-3	25	-5	95	0	-1.8	2
CS(=O)(=O)N(CC(=O)NCCSCc1c(F)cccc1Cl)c1ccc2c(c1)OCO2	-3	x	-3	-1	17	8	111	-1	-0.1	-4
CN(C)/C=N/c1nc2nccc(-c3ccc(Cl)cc3)n2n1	-2	-5	-1	1	12	-2	102	3	-3.0	4
COc1ccccc1N1CCN(/N=C/c2cc(OC)c(O)c(OC)c2)CC1	-1	-3	-5	-1	7	4	99	-1	-3.6	28
Cc1nn(C)c(C)c1NS(=O)(=O)c1ccc(OC(F)(F)F)cc1	4	-6	7	0	4	-2	100	-3	-3.0	-6
CC(=O)Oc1ccc(N(C(C)=O)S(=O)(=O)c2ccc(C)cc2C)c2ccccc12	3	-2	-5	7	12	5	114	11	1.0	-9
CCOc1cc(C)c(-c2onc(C(F)(F)F)c2-c2csc(C)n2)c(O)c1	1	-7	-16	-3	0	8	104	16	6.3	-20
CCc1ccccc1NC(=O)NNC(=O)CCc1ccccc1	11	-8	6	1	-2	2	101	-5	-0.9	-3
CCOc1ncccc1C(=O)NCC(c1ccco1)N1CCCCC1 (centres undefined)	-1	-5	-1	0	6	0	97	-10	-2.0	1
COc1ccccc1NC(=O)C(=O)N(c1cccnc1)C(C(=O)NC(C)(C)C)c1ccccc1F (centres undefined)	1	-1	-6	-2	2	-1	101	22	-2.8	-1
CCOC(=O)NC1CCS(=O)(=O)C1 (centres undefined)	1	-5	-5	x	0	3	96	0	1.8	-5
CC(=O)/C(=N\Nc1ccccc1)Sc1nnc(-c2ccccc2)n1-c1ccccc1	9	-1	-2	-3	5	-4	100	1	-1.6	-10
COC(=O)[C@]12CCCCC=C1N(Cc1ccccc1)C(=O)[C@H](CC(=O)NCc1ccccc1)C2	1	-10	2	x	x	x	98	-2	x	x
C=CCN(CCNP(=O)(OCC)OCC)CP(=O)(OCC)OCC	-6	-7	8	1	3	-5	103	0	-2.1	-2
CCN(CC)S(=O)(=O)c1ccc(N2CCOCC2)c(C(=O)O)c1	3	-4	1	0	3	-6	89	-3	-1.5	7

Source: PubChem BioAssay (several laboratories)

Hits appear at their usual frequency. Share with any hit: about 4.2%.
